HCMV antiviral: blocks human cytomegalovirus replication; HFF cells, HCMV-luciferase reporter, 72 h; stronger effect = lower value; hit rate 4.5% among 410,000; AID 1259415; activity change, negative = inhibition, % at 57.5 µM; in the data active means activity change below about -60%; inconclusive means no clear call, values can overlap the other calls; inactive means above about -39%
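Human foreskin fibroblasts infected with luciferase-reporter HCMV at MOI 1 PFU/cell, compounds at two doses. Luciferase measured 72 h post infection; normalized to buffer-only basal and Salinomycin (10uM) controls.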
Tb PYK inh: inhibitors of Trypanosoma brucei pyruvate kinase. hit rate 0.12% among 410,000. Q57TT1. TbPYK enzyme, Kinase-Glo Plus ATP luminescence, 45 min. Potency, µM (titrated, usually from 76.8 µM), for inactives: top-dose activity, negative = inhibition, hits mostly inhibitors; further: potency means the concentration at half of the fitted maximal effect; nearly all actives have a fitted effect of over 50% in size
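Glycolytic pyruvate kinase of T. brucei was incubated with substrate, test compound and 130 uM ADP for 45 minutes at room temperature. Luminescent Kinase-Glo Plus signal was measured after 10 minutes.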
LmPK inh: LmPK (Leishmania mexicana) enzyme inhibition. Q27686. purified LmPK, Kinase-Glo ATP luminescence, 1 h. Potency, µM (doses to about 57.5 µM), inactives show top-dose activity change, negative = inhibition, usual class: inhibitors. hit rate 0.37% among 290,000; further: potency means the concentration at half of the fitted maximal effect
Target sequence (Q27686 whole entry, looked up): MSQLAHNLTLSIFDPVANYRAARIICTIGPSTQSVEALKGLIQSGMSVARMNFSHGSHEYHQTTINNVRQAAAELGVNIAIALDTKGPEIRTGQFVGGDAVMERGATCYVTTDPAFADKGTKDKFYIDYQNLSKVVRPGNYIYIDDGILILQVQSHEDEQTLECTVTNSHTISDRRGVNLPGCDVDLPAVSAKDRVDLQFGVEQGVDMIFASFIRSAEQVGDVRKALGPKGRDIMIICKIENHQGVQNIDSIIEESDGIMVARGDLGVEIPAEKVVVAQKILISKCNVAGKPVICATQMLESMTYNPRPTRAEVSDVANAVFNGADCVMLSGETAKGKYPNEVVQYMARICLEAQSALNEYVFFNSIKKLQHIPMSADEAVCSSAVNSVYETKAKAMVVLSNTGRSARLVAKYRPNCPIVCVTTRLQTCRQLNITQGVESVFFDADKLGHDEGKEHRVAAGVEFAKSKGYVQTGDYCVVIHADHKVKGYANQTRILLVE
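Kinase-Glo luminescence read after 1 h RT reaction of 0.1 nM LmPK with 0.5 mM PEP and 0.1 mM ADP. Activity scaled between uninhibited and enzyme-free controls.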
AMA1 RON2 block: inhibitors of Plasmodium falciparum AMA1-RON2 interaction; Potency, µM (series often up to 58.2 µM), without a hit: at the top dose activity change, negative = inhibition, hits mostly inhibitors; hit rate 0.2% among 360,000; AlphaScreen AMA1-biotinylated RON2 peptide binding;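 further: potency means the concentration at half of the fitted maximal effect; 0% = vehicle wells and -100% = peptide control; nearly all actives have a fitted effect of over 45% in size; some results filed as inactive show a strong effect at the top dose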
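AMA1 (3D7) with his tag at 25 nM final met compounds first, then biotinylated RON2 peptide at 25 nM; detection used donor plus acceptor beads, 10 µg/mL apiece, read by AlphaScreen after 30 min at room temperature.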
AmpC detergent: blocks E. coli AmpC beta-lactamase in detergent assay; P00811; AmpC hydrolysis of nitrocefin, absorbance 480 nm, 0.01% Triton; Potency, µM (titrated, usually from 114 µM), without a hit: at the highest dose activity change, negative = inhibition, actives largely listed as inhibitors; hit rate 0.041% among 370,000;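 further: potency means the concentration at half of the fitted maximal effect; 0% = no-compound wells and -100% = no-enzyme wells; nearly all actives have a fitted effect of over 25% in size; some results filed as inactive show a strong effect at the top dose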
Target sequence (P00811 whole entry, looked up): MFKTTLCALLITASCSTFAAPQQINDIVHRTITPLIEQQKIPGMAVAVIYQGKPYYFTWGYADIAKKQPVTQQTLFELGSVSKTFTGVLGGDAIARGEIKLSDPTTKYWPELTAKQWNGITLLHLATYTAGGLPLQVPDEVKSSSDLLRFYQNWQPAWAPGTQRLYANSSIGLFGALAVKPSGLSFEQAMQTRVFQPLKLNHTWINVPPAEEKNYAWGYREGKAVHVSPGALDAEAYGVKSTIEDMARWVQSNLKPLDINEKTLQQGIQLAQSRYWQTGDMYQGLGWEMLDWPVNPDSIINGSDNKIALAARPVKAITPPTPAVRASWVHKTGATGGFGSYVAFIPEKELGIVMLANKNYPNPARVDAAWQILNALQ
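AmpC (5.3 nM in the dispensed reagent) in 20 mM phosphate pH 7.0 with 0.01% (detergent screen) or 0.0001% Triton X-100 was preincubated with compounds for 15 min at room temperature. Nitrocefin was then added from an 800 uM solution, and hydrolysis was followed at 480 nm.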
HCV inh: HCV inhibition; Huh7.5.1 HCVcc-Cre infection, luciferase reporter, 44 h; Potency, µM (titrated, usually from 41.8 µM), inactives show top-dose activity change, negative = inhibition, actives largely listed as inhibitors; hit rate 3.4% among 340,000; AID 651820; further: potency means the concentration at half of the fitted maximal effect
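1,000 cells/well; 4 h culture; + compound; + HCVcc-Cre (~0.5 moi); 44 h; luciferase substrate, RT 15 min; read 15 sec.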
AmpC inh no detg: blocks E. coli AmpC beta-lactamase in detergent-free assay. AmpC nitrocefin hydrolysis, absorbance 480 nm, 0.0001% Triton. hit rate 0.52% among 330,000. AID 485341. Potency, µM (titrated, usually from 57.1 µM), without a hit: at the top dose activity change, negative = inhibition, hits mostly inhibitors;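 further: potency means the concentration at half of the fitted maximal effect; plate controls were no compound for no effect and no enzyme for full effect; nearly all actives have a fitted effect of over 20% in size; some results filed as inactive show a strong effect at the top dose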
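AmpC (5.3 nM in the dispensed reagent) in 20 mM phosphate pH 7.0 with 0.01% (detergent screen) or 0.0001% Triton X-100 was preincubated with compounds for 15 min at room temperature. Nitrocefin was then added from an 800 uM solution, and hydrolysis was followed at 480 nm.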
The depositor's hits bear a star; ? = inconclusive; . = not tested or not shown; [ ] = dose if it differs, or a comment. Unless noted, the call rests on the fitted dose curve; in most records, active means well fitted curve in the direction sought with a large enough effect; inconclusive means small, poorly fitted or top-dose-only effect, or another doubt; inactive means no such curve, though single readings can be large; an effect the other way counts as inactive or inconclusive. Unless noted, on the % scale 0 is the no-effect control and ±100 the full control effect.

1) O=C(CCN1CCCCC1)NCC(=O)Nc1ccc(Br)cc1C(=O)c1ccccc1
2) CC(NC(=O)Nc1ccccc1C(F)(F)F)c1c(-n2cccc2)sc2c1CCCC2 (stereo not drawn)
3) O=C(/C=C/c1ccc(Cl)cc1)Nc1ccc(CN2CCOCC2)cc1
4) Cc1ccc(-n2ncc(C(=O)N3CCN(c4ncccn4)CC3)c2C2CCN(C(=O)OC(C)(C)C)CC2)cc1
5) COc1ccc(-n2ccnc2)cc1
6) CN(C)C(CNC(=O)c1ccc(NS(=O)(=O)c2ccc3[nH]c(=O)[nH]c3c2)cc1)c1ccccc1 (stereo not drawn)
7) COc1ccccc1NC(=O)N(C)C[C@H]1OCc2cn(nn2)CCCC(=O)N([C@@H](C)CO)C[C@@H]1C
8) Cc1cc(C)cc(OCC(=O)Nc2cc(NC(=O)COc3cc(C)cc(C)c3)cc(C(=O)O)c2)c1
screen / no.	1	2	3	4	5	6	7	8
HCMV antiviral	24	-4	-89*	0	-15	-10	2	14
Tb PYK inh	4%	2%	3%	4%[15.4 µM]	3%	0%	1%	-8%
LmPK inh	-1%	.	0%	.	2%	.	.	1%
AMA1 RON2 block	-2%	.	0%	.	-7%	-19%	13%	-3%
AmpC detergent	-10%	2%	-6%	20%	0%	-14%	.	?
HCV inh	10µM*	.	?	.	17%	38%[activator]	.	32%[activator]
AmpC inh no detg	48%	.	41%	.	-19%	-8%	.	43%

9) S=c1[nH]nc(C2CCCCC2)o1
10) Nc1cccc2cc(-c3ccccc3)oc12
11) Cc1cccn2c1nc(=S)n2C(=O)c1ccco1
12) COc1ccc(S(=O)(=O)Nc2ccc(N3CCOCC3)cc2)cc1[N+](=O)[O-]
13) COc1cc(C=O)ccc1OC(=O)c1ccc(C(C)C)cc1
14) CN(CC(=O)Nc1ccccc1Br)C(=O)CN1CCN(Cc2ccc(Cl)cc2)CC1
15) CC(C)(C)c1ccc(S(=O)(=O)N2C=CC(C(F)(F)F)=NCC2)cc1
16) CCOc1ccc(-c2nc(CS(=O)(=O)CC(=O)NCc3ccc(F)cc3)c(C)o2)cc1
screen / no.	9	10	11	12	13	14	15	16
HCMV antiviral	-14	45	61	-11	-23	?	2	4
Tb PYK inh	-12%	-3%	-25%	2%	1%	3%	0%	-2%
LmPK inh	-2%	.	10µM*	3%	-4%	.	-1%	1%
AMA1 RON2 block	-10%	-3%	14%	-4%	0%	3%	-1%	4%
AmpC detergent	-6%	6%	?	-3%	3%	-5%	2%	-14%
HCV inh	13%	18%	-10%	15%	30%	-3%	11%	-27%
AmpC inh no detg	-12%	-32%	-18%	-17%	8%	153%[activator]	-1%	54%

Part of the list above, field by field:
(13) COc1cc(C=O)ccc1OC(=O)c1ccc(C(C)C)cc1
- HCMV antiviral: -23
- Tb PYK inh: 1%
- LmPK inh: -4%
- AMA1 RON2 block: 0%
- AmpC detergent: 3%
- HCV inh: 30%
- AmpC inh no detg: 8%

(16) CCOc1ccc(-c2nc(CS(=O)(=O)CC(=O)NCc3ccc(F)cc3)c(C)o2)cc1
- HCMV antiviral: 4
- Tb PYK inh: -2%
- LmPK inh: 1%
- AMA1 RON2 block: 4%
- AmpC detergent: -14%
- HCV inh: -27%
- AmpC inh no detg: 54%

(11) Cc1cccn2c1nc(=S)n2C(=O)c1ccco1
- HCMV antiviral: 61
- Tb PYK inh: -25%
- LmPK inh: 10µM*
- AMA1 RON2 block: 14%
- AmpC detergent: ?
- HCV inh: -10%
- AmpC inh no detg: -18%

(15) CC(C)(C)c1ccc(S(=O)(=O)N2C=CC(C(F)(F)F)=NCC2)cc1
- HCMV antiviral: 2
- Tb PYK inh: 0%
- LmPK inh: -1%
- AMA1 RON2 block: -1%
- AmpC detergent: 2%
- HCV inh: 11%
- AmpC inh no detg: -1%

(cont.)
17) O=C(Cn1c(=O)oc2ccccc21)NC(=O)NCc1ccccc1
18) O=C(Nc1ccc2c(c1)CCC2)c1cc(S(=O)(=O)N2CCN(c3ccccc3)CC2)ccc1Cl
19) Nc1nonc1-c1nc2ccccc2n1CCC(=O)O
20) Cc1c(NC(=O)c2sc3c([N+](=O)[O-])cccc3c2Cl)cccc1-c1nc2ccccc2o1
21) O=C(Nc1cccnc1)Nc1ccc2c(c1)OCO2
22) COc1ccc(O)c(C(=O)c2cnn(C(=O)c3cccc(N(C)C)c3)c2)c1
23) COc1cc(C)ccc1OCCOCCOc1ccc(C)cc1[N+](=O)[O-]
24) CCC(=O)N1c2ccc(S(=O)(=O)CCC(=O)N3CCn4c3nc3ccccc34)cc2CC1C (stereo not drawn)
screen / no.	17	18	19	20	21	22	23	24
HCMV antiviral	3	40	-2	37	16	21	-40	14
Tb PYK inh	-4%	8%	-5%	-9%	.	-7%	-12%	1%
LmPK inh	6%	2%	1%	.	?	.	-3%	-4%
AMA1 RON2 block	0%	4%	-5%	.	-11%	14%	0%	-3%
AmpC detergent	?	1%	1%	1%	-13%	.	?	-8%
HCV inh	-6%	-20%	20%	.	1%	33%[activator]	-20%	7%
AmpC inh no detg	-32%	-29%	-21%	.	-13%	-35%	71%[activator]	-13%

25) C#CCN1C(=O)C2(C(C#N)=C(N)OC(C)=C2C(=O)OCc2ccccc2)c2ccccc21 (stereo not drawn)
26) O=C(CCCCCN1C(=O)c2ccccc2C1=O)Oc1ccc2c3c(c(=O)oc2c1)CCC3
27) O=C(C1CCN(S(=O)(=O)c2cccc3nsnc23)CC1)N1CC=C(c2ccccc2)CC1
28) CCOc1cccc(NC(=O)C2CCCN(S(=O)(=O)c3ccc(OC)cc3)C2)c1 (stereo not drawn)
29) Cc1oc(C(=O)Nc2ccc(O)cc2)cc1COc1ccccc1
30) O=C(CCC(=O)NNC(=O)COc1ccc(Br)cc1)NCc1ccccc1
31) CC(C)(C)c1ccc(C(=O)NNC(=O)c2ccccc2Br)cc1
32) Cc1ccc(C)c(N2CCN(S(=O)(=O)c3cnc(N)nc3)CC2)c1
screen / no.	25	26	27	28	29	30	31	32
HCMV antiviral	26	11	-22	?	-36	66	9	12
Tb PYK inh	?	0%	-6%	1%	-6%	4%	29%	-2%
LmPK inh	9%	0%	0%	4%	-2%	2%	-2%	.
AMA1 RON2 block	-5%	-8%	-11%	-1%	7%	72%[activator]	48%[activator]	.
AmpC detergent	?	?	-9%	6%	-7%	4%	-10%	3%
HCV inh	10%	25%	?	?	?	-2%	?	.
AmpC inh no detg	26%	-21%	4%	-9%	-27%	-14%	-13%	.

33) CCOC(=O)c1c(C)[nH]c(C(=O)NNC(=O)c2ccc(Br)cc2)c1C
34) Cc1noc(-c2ccc(NC(C)c3ccccc3)c([N+](=O)[O-])c2)n1 (stereo not drawn)
35) Cc1ccc(S(=O)(=O)NCC2CCC(C(=O)NCc3cccs3)CC2)cc1 (stereo not drawn)
36) c1nc(NC2CCCCC2)c2[nH]cnc2n1
37) COc1ccc(S(=O)(=O)NC(CCSC)C(=O)NC2CCCCC2)cc1 (stereo not drawn)
38) CCOc1cc(CNc2ncn[nH]2)ccc1OCC(=O)NC(C)(C)C
39) CCn1c(-c2ccccc2Cl)nn(CC(=O)NCCc2ccccc2)c1=S
40) COc1cc(OC)c(NS(=O)(=O)c2cc(-c3cnc(C4CC4)o3)ccc2C)cc1Cl
screen / no.	33	34	35	36	37	38	39	40
HCMV antiviral	6	5	-18	2	2	19	-26	-37
Tb PYK inh	5%	-3%	2%	.	4%	3%	0%	-6%
LmPK inh	.	.	11%	1%	2%	0%	-1%	.
AMA1 RON2 block	62%[activator]	.	4%	-1%	-5%	-7%	10%	.
AmpC detergent	4%	20%	-6%	-24%	-12%	-6%	-5%	19%
HCV inh	?	.	-3%	3%	-13%	14%	-1%	.
AmpC inh no detg	-36%	.	-21%	-17%	-16%	0%	-15%	.

41) O=C(COC(=O)c1cc(S(=O)(=O)N2CCOCC2)ccc1F)NCCc1ccc(F)cc1
42) O=C(c1cc([N+](=O)[O-])cc([N+](=O)[O-])c1)N(Cc1nnc(-c2ccccc2Cl)o1)C1CC1
43) O=[N+]([O-])/C=C\c1ccc(N2CCOCC2)cc1
44) CC#CCN1c2ccccc2[C@]23C[C@@H](C(=O)OC)N(C(=O)NC(C)(C)C)C2=NC(C(=O)OC)=C(C(=O)OC)[C@H]13
45) CCC(=O)N1CCc2cc(CNS(=O)(=O)c3ccccc3F)ccc21
46) O=C1CN(C(=O)c2c(F)cccc2F)C(c2ccc(F)cc2)c2cc(Br)ccc2N1 (stereo not drawn)
47) C#CCOCCOCCOCCNc1nc(N2CCN(C(=O)[C@H](CCC(=O)O)n3cc(CN)nn3)CC2)nc(N2CCN(C(=O)[C@H](CCCN=C(N)N)n3cc(C(N)[C@@H](C)CC)nn3)CC2)n1 (stereo partly drawn)
48) CC1Oc2ccccc2C=C1C1/C(=C(/O)c2ccccc2)C(=O)C(=O)N1CCCN(C)C (stereo not drawn)
screen / no.	41	42	43	44	45	46	47	48
HCMV antiviral	-9	-29	-27	-8	44	?	-4	-2
Tb PYK inh	3%	-4%	-15%	4%	2%	-4%	0%	0%
LmPK inh	.	8%	.	.	.	6%	.	-3%
AMA1 RON2 block	27%	-12%	-11%	-4%	.	-3%	24%	1%
AmpC detergent	.	?	.	.	14%	15%	.	-6%
HCV inh	11%	?	?	?	.	-15%	?	16%
AmpC inh no detg	24%	-2%[11.4 µM]	.	.	.	-18%	32%	-5%

49) O=C(N/N=C/c1ccccc1C(=O)O)c1ccccc1Br
50) CCCC(=O)N1CCN(c2ccc([N+](=O)[O-])cc2Cl)CC1
51) CCOC(=O)C1=C(N)Oc2c(oc(CO)cc2=O)C1c1c(F)cccc1Cl (stereo not drawn)
52) O=C(COc1ccccc1F)Nc1ccccc1C(=O)OCc1cc(=O)n2nc(C3CC3)sc2n1
53) CC1CCCCN1S(=O)(=O)c1ccc(S(=O)(=O)N2CCCC2)cc1 (stereo not drawn)
54) CC(=O)c1cccc(NC(=O)COC(=O)CCNS(=O)(=O)c2ccccc2)c1
55) Cc1nn2c(NCCCN(C)C)c3c(nc2c1-c1ccccc1)CCCC3
56) Cc1ccccc1OCCNC(=O)c1ccc2ccccc2n1
screen / no.	49	50	51	52	53	54	55	56
HCMV antiviral	0	-30	5	23	-16	-4	-20	42
Tb PYK inh	4%	-1%	-4%	6%	5%	4%	-1%	-19%
LmPK inh	0%	1%	0%	.	-5%	.	3%	1%
AMA1 RON2 block	6%	-13%	26%	.	-8%	0%	-16%	42%[activator]
AmpC detergent	-2%	-12%	5%	14%	0%	.	-5%	?
HCV inh	20%	5%	12%	.	3%	1%	2µM*	12%
AmpC inh no detg	-27%	-2%	-3%	.	-1%	-48%	27%	-3%

Screens deposited in PubChem by National Center for Advancing Translational Sciences (NCATS).
